# core dimer inh – HCV core protein dimerization inhibition. AID 1899. actives 0.33% (n = 300,000). TR-FRET GST/Flag-core106 dimerization, 1536-well. inhibition, % at 5 µM;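 active means inhibition above the mean of all tested compounds plus 3 SD, set per screening campaign, cut at about 45% in these data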
#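 System: GST/Flag-tagged HCV core106 proteins. Incubation: compound-protein-antibody incubation 4 h at 22.5 °C. Technique: HTRF with 340 nm excitation, 617/671 nm emission. Medium: KF-containing HEPES buffer, pH 7.45, DTT, CHAPS, BSA. Read-out: inhibition (%) from 671 over 617 nm ratio. Also added: Eu(K)-anti-GST 90 ng/mL plus XL665-anti-Flag 1 µg/mL.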
# JMJD2C inh – human JMJD2C demethylase inhibition. inhibition, % at 2.35 µM. actives 0.069% (n = 330,000). GST-JMJD2C(1-420) H3K9me3 demethylation, DELFIA europium;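 active means more than half of a compound's replicate wells show inhibition beyond 50%, single wells judged on their own value; inconclusive means some, but no more than half, of replicates pass 50% inhibition; inactive means no replicate passes 50% inhibition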;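 further: signal counts dimethyl H3K9 product captured on neutravidin plate; 0% = median of DMSO wells and 100% = 0.3 times that DMSO median; strong numbers were not always called active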
# ZTA counter – blocks Epstein-Barr virus ZTA, an EBNA-1 counter-screen; P03206; ZTA-DNA binding, fluorescence polarization; inhibition, % at 11 µM; actives 0.15% (n = 320,000); in the data active means inhibition above about 33%
# Target sequence (P03206 whole entry, looked up): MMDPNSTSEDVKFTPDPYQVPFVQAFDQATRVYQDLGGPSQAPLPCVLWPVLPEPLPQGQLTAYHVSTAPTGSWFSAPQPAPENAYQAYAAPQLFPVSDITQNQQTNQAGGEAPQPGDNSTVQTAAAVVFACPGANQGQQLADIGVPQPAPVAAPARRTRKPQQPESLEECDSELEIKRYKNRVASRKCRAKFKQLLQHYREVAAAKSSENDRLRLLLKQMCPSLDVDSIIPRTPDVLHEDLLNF
# PP5 primary – inhibitors of human protein phosphatase 5 (PP5). actives 0.18% (n = 320,000). purified PP5c, OMFP substrate fluorescence. inhibition, % at 6.7 µM;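 active means inhibition above the campaign's mean inhibition across all tested compounds plus 3 SD, cut at about 9.5% in these data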;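 further: 0% = DMSO only and 100% = 100 µM cantharidin control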
# Target sequence (P53041 whole entry, looked up): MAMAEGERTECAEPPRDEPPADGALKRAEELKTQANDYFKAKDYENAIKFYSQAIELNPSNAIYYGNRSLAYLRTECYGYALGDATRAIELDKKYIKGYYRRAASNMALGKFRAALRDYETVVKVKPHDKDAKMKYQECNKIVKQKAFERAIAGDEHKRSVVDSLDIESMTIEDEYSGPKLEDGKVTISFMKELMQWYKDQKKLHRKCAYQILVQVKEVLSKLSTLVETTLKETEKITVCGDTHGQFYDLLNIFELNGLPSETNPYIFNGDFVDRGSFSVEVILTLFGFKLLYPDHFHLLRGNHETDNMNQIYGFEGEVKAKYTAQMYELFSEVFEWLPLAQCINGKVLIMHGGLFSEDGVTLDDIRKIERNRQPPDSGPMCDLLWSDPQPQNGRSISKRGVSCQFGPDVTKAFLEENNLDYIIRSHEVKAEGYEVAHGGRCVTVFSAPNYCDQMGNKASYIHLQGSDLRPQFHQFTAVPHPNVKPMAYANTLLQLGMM
# Yeast superoxide – lowers age-related superoxide in aged yeast cells; superoxide response (% of plate mean), % at 10 µM; actives 0.18% (n = 330,000); AID 2690; S. cerevisiae aged cells, superoxide DHE fluorescence; hits give low values;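 active means superoxide response under a set limit, about three screen SD below normal, cut at about 65% in these data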;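 further: yeast aged for seven days with compound at 30 °C before DHE staining; 100% = average MFI of all compound-treated wells on the plate with controls excluded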
# Fh CTSL1 inh – cathepsin L1 inhibition, PFM18AAP counter-screen | inhibition, % at 5.96 µM | recombinant F. hepatica cathepsin L1, Z-Leu-Arg-MCA fluorescence | actives 0.49% (n = 300,000);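 active means inhibition above the mean of all tested compounds plus 3 SD, set per screening campaign, cut at about 17% in these data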;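 further: 0% = plate median of test compound wells and 100% = 1 µM Z-Phe-Ala-diazomethylketone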
# EBNA-1 inhibitor – blocks EBNA-1 binding to DNA. AID 1950. EBNA-1 DNA binding, fluorescence polarization. actives 0.34% (n = 300,000). inhibition, % at 14.8 µM; in the data active means inhibition above about 28%
# PP1 inh – blocks human PP1-alpha phosphatase, a PP5 counter-screen; AID 2235; P62136; actives 0.9% (n = 320,000); purified PP1alpha, OMFP fluorescence; inhibition, % at 6.7 µM;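 active means inhibition above the mean inhibition of all tested compounds plus 3 SD, computed separately for each screening campaign, cut at about 15% in these data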
# Target sequence (P62136 whole entry, looked up): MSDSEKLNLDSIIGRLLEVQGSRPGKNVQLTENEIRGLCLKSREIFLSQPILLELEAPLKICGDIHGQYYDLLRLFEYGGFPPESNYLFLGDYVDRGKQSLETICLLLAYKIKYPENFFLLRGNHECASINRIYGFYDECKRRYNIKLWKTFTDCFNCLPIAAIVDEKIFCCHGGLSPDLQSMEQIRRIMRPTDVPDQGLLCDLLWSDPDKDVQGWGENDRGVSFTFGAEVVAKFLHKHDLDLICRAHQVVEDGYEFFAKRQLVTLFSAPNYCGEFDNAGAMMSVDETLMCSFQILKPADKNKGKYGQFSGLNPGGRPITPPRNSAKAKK
# TPT1 inhibitor – inhibitors of Candida albicans tRNA 2'-phosphotransferase TPT1 | inhibition, % at 5 µM | recombinant caTPT1, FP RNA substrate dephosphorylation | actives 0.81% (n = 300,000) | AID 1962;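 active means inhibition above the mean of all tested compounds plus 3 SD, set per screening campaign, cut at about 24% in these data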;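 further: plate controls were DMSO alone for no effect and ferristatin control at 100 nM for full effect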
# * hit, by the source's call; ? = inconclusive; nt = no result given.
SMILES,core dimer inh,JMJD2C inh,ZTA counter,PP5 primary,Yeast superoxide,Fh CTSL1 inh,EBNA-1 inhibitor,PP1 inh,TPT1 inhibitor
O=C(NCC1CCCO1)c1ccc(COc2ccccc2)o1 (configuration not stated),-1,120,0,-0.3,97,-1,5,-2,0
CCOP(=O)(OCC)C(NC(=O)Nc1ccc(Cl)cc1)c1ccccc1 (configuration not stated),-4,2,0,-0.4,100,0,6,-2,-3
CCOc1cc(/C=C2/C(=N)N3C(=NC2=O)SN=C3S(C)(=O)=O)ccc1OS(=O)(=O)c1ccccc1,17,1,-1,0.2,82,-2,-9,1,15
COc1ccc(-c2cc(C(=O)Nc3ccc4c(c3)OCO4)no2)cc1OC,19,10,2,3.1,136,-2,-13,3,0
Cc1ccc(OCc2cc(C(=O)N3CCCC(O)C3)no2)cn1 (configuration not stated),-5,?,3,0.2,107,4,-11,-3,0
COc1ccc(Cc2nc3ccc(C(=O)NCC4COCCO4)cc3o2)cc1 (configuration not stated),2,-1,-8,2.3,110,-3,-8,-2,-3
CCN(CC)c1ncnc2c1cnn2Cc1ccc(Cl)cc1,2,-30,4,2.2,102,3,-2,-2,0
COC(=O)c1ccccc1N/C=C/C(=O)c1ccc(Br)cc1,1,0,4,1.6,100,0,7,0,5
CCCn1c(SCC(=O)c2[nH]c(C)c(C(C)=O)c2C)n[nH]c1=O,2,-3,11,-1.3,99,0,9,-3,-2
OCC1(CC2CCCCO2)CCN(Cc2nc3ccccc3[nH]2)CC1 (configuration not stated),-11,2,9,-0.8,84,2,6,1,3
COCCOC(=O)C1=C(C)NC(=O)NC1c1cn(-c2ccccc2)nc1-c1cccs1 (configuration not stated),7,-7,-2,5.7,92,-1,2,0,4
CCc1c(C)nc2cc(-c3ccc(OC)c(OC)c3)nn2c1N1CCCC1,1,11,-11,3.5,89,-2,1,2,-4
CCc1c(C2(O)CCCCC2)[nH]c2cnccc12,nt,2,16,-2.1,108,nt,nt,-2,nt
Cn1c(N)c(C(=O)CSc2nnc(C3CC3)n2N)c(=O)n(C)c1=O,nt,4,1,-1.0,112,nt,nt,-3,nt
CC(NC(=O)c1ccc(CS(C)(=O)=O)cc1)C1CC2CCC1C2 (configuration not stated),-8,-3,-9,1.7,93,-5,-5,0,-2
CCOc1cc2nc3c4ccccc4n(C)c3nc2cc1OCC,-1,12,-12,3.2,110,-4,-4,-1,-1
CC(=O)N1CCc2cc(S(=O)(=O)C(C)CC(=O)NCc3ccc(C)o3)ccc21 (configuration not stated),6,2,-14,-2.6,84,10,-12,1,-4
CCCCn1c(CCC(=O)O)ccc1-c1cccs1,0,-2,-21,1.5,101,-3,1,0,1
CCc1ccccc1NC(=O)CCCSc1nc2ccccc2s1,8,2,2,0.5,103,-2,-4,-1,-3
CCCCn1c(N)c(N(CC(C)C)C(=O)c2cccc(S(=O)(=O)N(C)c3ccc(C)cc3)c2)c(=O)[nH]c1=O,3,-2,-5,-1.5,108,-2,6,-7,0
Cc1nc(NCC2CCCO2)nc2c1C(=O)CC(C)(C)C2 (configuration not stated),-5,0,-14,3.8,94,-1,-1,1,2
Cc1ccc(C(=O)N/N=C\c2ccc([N+](=O)[O-])o2)cn1,-3,7,-1,-0.7,113,4,2,-2,-2
Cc1cc(C)nc(SCc2ccc(C(=O)N/N=C/c3ccncc3)cc2)n1,4,8,10,0.1,98,1,7,-3,0
O=C/C=C/c1c(-c2ccccc2)cc2oc3ccccc3cc1-2,10,6,3,1.1,95,-11,-4,0,0
CCn1c(Cc2ccccc2)nnc1SCC(=O)N1CCCC1=O,-5,12,11,-0.8,101,-2,-3,-6,2
# Next part
SMILES,core dimer inh,JMJD2C inh,ZTA counter,PP5 primary,Yeast superoxide,Fh CTSL1 inh,EBNA-1 inhibitor,PP1 inh,TPT1 inhibitor
Cc1c(Nc2cc(N3CCCC(C)C3)c3nonc3c2[N+](=O)[O-])c(=O)n(-c2ccccc2)n1C (configuration not stated),-5,-3,-7,-0.1,110,-3,9,-4,-3
COc1ccc(C(=O)OCc2ccc(C)cc2)cc1S(=O)(=O)N1CCOCC1,nt,-1,-7,3.6,104,nt,nt,-3,nt
O=S(=O)(c1ccccc1)N1CCN(C(=S)Nc2ccc(F)cc2)CC1,-2,-19,9,2.2,110,1,1,3,-1
Oc1[nH]c2ccccc2c1N=Nc1c(F)c(F)c(C(F)(F)F)c(F)c1F,4,2,2,2.1,102,0,-12,-1,-1
O=C(c1ccc(C(=O)N2CCN(c3ccccc3F)CC2)nc1)N1CCN(c2ccccc2F)CC1,-1,-17,2,2.0,102,-1,8,-1,0
Cc1cccc(C)c1NC(=S)/N=C/N(C)C,1,-5,-2,-0.8,108,8,-17,-2,0
CC(C)N(Cc1nc(-c2ccccc2)no1)C(=O)c1ccc([N+](=O)[O-])cc1,-1,-5,-13,0.3,92,1,9,-3,-2
Cc1ccccc1OCC(=O)NN1Cc2ccccc2C1=N,-5,-19,-15,0.9,108,5,1,3,-6
Cc1nc2ccc(N)cc2s1,-2,-2,-19,1.6,106,3,9,-7,-4
N#Cc1ccccc1OCC(=O)NNC(=O)CNC(=O)c1cccc(Br)c1,nt,4,5,1.0,86,nt,nt,-2,nt
O=[N+]([O-])c1ccc2c(c1)nc1n2CCCCC1,1,21,-8,1.6,104,1,-12,-2,-2
CC(C)(C)/C(O)=C/c1nc2cc(Cl)ccc2oc1=O,-3,-1,-3,3.4,94,9,-6,3,2
CN(C)CC/C=C1/c2cc(F)ccc2Sc2ccc(Cl)cc21,-3,6,11,0.5,102,-2,3,7,-1
O=C(NNC(=O)C1[C@H]2CCCC[C@@H]12)Nc1cccc2ccccc12 (some centres not stated),1,-8,7,1.5,98,2,-5,-1,0
CCOC(=O)CSc1cc(C)nc2ccc(OC)cc12,-2,-6,-5,-0.6,94,5,-4,-4,-7
Cc1ccc(-n2cc(CNCCCn3cccn3)c(-c3cccc(C)c3)n2)cc1,-6,0,-1,2.0,87,-5,-14,1,2
COCCn1c(CN(C)Cc2ccccc2)nc2c1c(=O)n(C)c(=O)n2C,1,7,-13,-3.5,99,4,2,-5,-2
COC(=O)C1=C(Nc2ccc(C)cc2)C=C(C)C(C(=O)OC)C1c1ccc(OC)cc1 (configuration not stated),-5,-5,-11,0.3,97,-1,9,2,-2
CCOC(=O)c1c(C)[nH]c(C(=O)CSc2nnnn2-c2ccc(C)cc2)c1C,-2,2,2,3.4,82,2,0,-4,2
Cc1ccnc(N2CCC(C(=O)NCc3ccccc3F)CC2)n1,3,4,0,3.0,103,-3,-6,3,6
S=C(NCCN1CCOCC1)N/N=C/c1ccccc1,-11,-3,6,0.3,88,5,15,-4,-8
CCOc1cc(C2Nc3cccc4cccc(c34)N2)ccc1O,-10,6,-13,4.1,97,0,-23,24*,6
COc1cc(-c2c(C#N)c(=O)[nH]c3c2c(C)nn3-c2ccccc2)ccc1O,7,0,10,6.4,88,0,9,0,1
CC(=O)c1cccc(N(CC(=O)NC2CCCCC2)C(=O)c2csnn2)c1,-5,-9,-1,-0.7,109,-1,0,0,-4
CC1=NC(=O)C(N=Nc2cccc(O)c2)N1c1ccccc1 (configuration not stated),-7,11,-2,4.5,112,0,-4,-3,-1
# More structures follow:
SMILES,core dimer inh,JMJD2C inh,ZTA counter,PP5 primary,Yeast superoxide,Fh CTSL1 inh,EBNA-1 inhibitor,PP1 inh,TPT1 inhibitor
C=CCN1C(=O)/C(=C\c2ccc(Cl)cc2)N=C1SCC(=O)NCCC,-1,2,8,-2.0,96,2,4,-1,-5
CC(C)C(=O)Nc1nnc(SCC(=O)Nc2ccc3c(c2)OCO3)s1,-6,0,-7,-0.4,100,7,14,0,-3
CCOc1ccc(S(=O)(=O)NCCC(=O)OCN2C(=O)c3ccccc3C2=O)cc1,10,-8,-3,0.8,100,-33,9,-1,1
CC(C)[C@H](NS(=O)(=O)c1ccccc1)C(=O)OCC(=O)NC(=O)c1cccn1C,11,-1,0,0.0,104,-27,0,-3,7
Cc1noc(C)c1S(=O)(=O)NCCCN1CCN(Cc2ccccc2)CC1,9,4,7,-0.2,112,2,-1,-9,4
CSCC[C@H](NC(=O)Cc1c(C)c2cc3c4c(oc3cc2oc1=O)CCCC4)C(=O)O,2,9,3,5.0,108,3,-7,1,4
Cc1cc(C)c(C)c(S(=O)(=O)N2CCN(c3ncnc4sc(C)c(C)c34)CC2)c1C,-3,8,-5,2.4,99,-1,4,-3,0
O=C(NCCNc1nccc(C(F)(F)F)n1)c1cccc(C(F)(F)F)c1,-8,-2,-13,1.2,98,-5,5,-1,-3
Cc1cccc(COC(=O)CCCNC(=O)c2ccc(Cl)cc2)c1,nt,9,12,-0.6,75,nt,nt,-1,nt
CCCC(C(=O)Nc1ccc2c(C)cc(=O)oc2c1)c1ccccc1 (configuration not stated),21,-2,3,0.5,108,3,11,-2,-1
CCCn1c(SCC(=O)Nc2cccc(S(=O)(=O)NC3=NCCCCC3)c2)nc2ccccc2c1=O,6,-11,-5,1.8,113,1,5,-2,-4
O=C(O)C1CCC(=O)N1C1CCCC1 (configuration not stated),-1,-1,2,-1.6,90,2,-1,-3,-4
O=C(NNS(=O)(=O)c1ccc(C(F)(F)F)cc1)c1cnn(-c2ccccc2)c1C(F)(F)F,2,3,9,-0.8,104,2,5,-6,-4
COc1cc(/C=C2\C=CC(=O)O2)cc(OC)c1,1,-11,4,-0.1,98,5,-4,-2,24
Cc1nn(C)c(C)c1/C=N/NC(=O)c1csc2ccccc12,-1,-15,3,4.4,107,0,8,-2,0
Cc1cc(C[n+]2ncsc2N)c2ncccc2c1,-2,-5,5,-3.0,100,12,3,4,-4
CCc1nn(CC(=O)N2CCN(C)CC2)c(=O)c2cccn12,-13,1,36*,1.8,102,-3,2,1,-2
COc1cc(C(=O)N2CCN(C(=O)COc3ccc4ccccc4c3)CC2)cc(OC)c1OC,-2,-12,19,2.0,105,1,-1,8,-2
Nc1ccc2c(c1)C(=O)N(CCCC(=O)O)C2=O,-4,18,-2,2.7,100,0,3,2,-10
O=C1c2ccccc2NC(c2ccc(Cl)cc2Cl)N1O (configuration not stated),0,-2,8,0.0,88,3,14,-1,2
Cc1cc(C)c2c(n1)sc1c(=O)n(Cc3ccc(F)cc3)cnc12,3,43,1,1.8,113,0,-11,-3,-3
O=C1c2ccccc2S(=O)(=O)c2cc(N3CCN(c4ccccc4)CC3)ccc21,9,-2,-1,2.7,110,2,9,-1,-3
CCC(C)(CC(=O)O)CC(=O)Nc1cc(C(F)(F)F)cc(C(F)(F)F)c1 (configuration not stated),0,-7,2,-1.9,126,3,12,0,-3
CCOC(=O)N1CCN(C(=O)/C=C/c2cccc([N+](=O)[O-])c2)CC1,-1,1,-12,3.2,90,2,3,-3,-2
Cc1ccc(/C=N/NC(=O)CSc2nnc(-c3ccc(Cl)cc3)n2-c2ccccc2)o1,3,3,-6,3.5,106,3,-6,7,7
Cc1ccc(/C=C/C(=O)OC(C)C(=O)Nc2ncc(Cl)cc2Cl)o1 (configuration not stated),3,1,10,0.7,102,-3,4,-5,1
CC(C)N(Cc1ccccc1)C(=O)COC(=O)c1ccccc1SCC(=O)N1CCCC1,3,3,-8,2.0,101,-1,-12,-4,0

# Record cards, from the list above. Screens in order: core dimer inh | JMJD2C inh | ZTA counter | PP5 primary | Yeast superoxide | Fh CTSL1 inh | EBNA-1 inhibitor | PP1 inh | TPT1 inhibitor
# `CC(C)N(Cc1ccccc1)C(=O)COC(=O)c1ccccc1SCC(=O)N1CCCC1` as listed: 3 | 3 | -8 | 2.0 | 101 | -1 | -12 | -4 | 0
# `CCc1nn(CC(=O)N2CCN(C)CC2)c(=O)c2cccn12` as listed: -13 | 1 | 36* | 1.8 | 102 | -3 | 2 | 1 | -2

# High-throughput results as filed in PubChem BioAssay.
